RGS4 inh = human RGS4 inhibition; P49798; Transcreener GDP fluorescence polarization, RGS4-accelerated GTP hydrolysis; Potency, µM (titrated, usually from 114 µM), without a hit: at the top dose activity change, negative = inhibition, usual class: inhibitors; 390,000 tested, 0.039% active; also: potency is read from the fitted curve at half-maximal effect; % is scaled to controls: 0 for no effect and ±100 for the full control effect; nearly all actives have a fitted effect of over 75% in size; some results filed as inactive show a strong effect at the top dose
Target sequence (P49798 whole entry, looked up): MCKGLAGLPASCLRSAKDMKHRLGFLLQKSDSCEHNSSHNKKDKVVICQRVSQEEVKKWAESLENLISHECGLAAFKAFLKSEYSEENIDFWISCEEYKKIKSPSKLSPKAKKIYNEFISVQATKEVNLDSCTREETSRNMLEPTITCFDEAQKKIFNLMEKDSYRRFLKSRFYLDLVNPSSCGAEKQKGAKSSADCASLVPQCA
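MLSMR compounds (23 nl, pin-transferred) preincubated 10 min at room temperature with a 500nM (2x) first reagent, then RGS4 at 900nM (2x) plus Transcreener GDP mix added; fluorescence polarization (620/688 nm) read before and after 90 min at 30 °C.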
LDHA inh = inhibitors of human lactate dehydrogenase A; purified LDHA, NADH/diaphorase-resazurin fluorescence; hits give low values; P00338; activity change, % (values are at about 110 or 230 µM); 480,000 tested, 0.15% active; AID 1347041; in the data active = activity change below about -30%; inconclusive = mostly about -25% to -30%;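 also: plate controls were DMSO wells for no effect and wells without enzyme for full effect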
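Human LDH5 (2 nM) was incubated with 0.06 mM NADH and 0.2 mM pyruvate for 5 min at room temperature in Tris pH 7.4. Remaining NADH was coupled through diaphorase/resazurin, and resorufin fluorescence was read at 0 and 20 min.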
POLB inh = blocks human DNA polymerase beta activity; P06746; Pol beta primer extension/strand displacement, fluorescence kinetic; Potency, µM (titrated, usually from 114 µM), inactives show at the top dose activity change, negative = inhibition, hits mostly inhibitors; 340,000 tested, 1.3% active; also: potency is read from the fitted curve at half-maximal effect; % is scaled to controls: 0 for no effect and ±100 for the full control effect
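Values derive from four-parameter Hill fits of normalized kinetic data: reads at 0 and 10 min following addition of 50 nM substrate to 10 nM Pol beta preincubated 15 min with compound.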
Pol eta inh = DNA polymerase eta (human) inhibition. Q9Y253. recombinant Pol eta, fluorescent DNA replication assay. 390,000 tested, 1.2% active. Potency, µM (top dose mostly 114 µM), for the others: at the highest dose activity change, negative = inhibition, most hits filed as inhibitors; also: potency is read from the fitted curve at half-maximal effect; % is scaled to controls: 0 for no effect and ±100 for the full control effect
Target sequence (Q9Y253 whole entry, looked up): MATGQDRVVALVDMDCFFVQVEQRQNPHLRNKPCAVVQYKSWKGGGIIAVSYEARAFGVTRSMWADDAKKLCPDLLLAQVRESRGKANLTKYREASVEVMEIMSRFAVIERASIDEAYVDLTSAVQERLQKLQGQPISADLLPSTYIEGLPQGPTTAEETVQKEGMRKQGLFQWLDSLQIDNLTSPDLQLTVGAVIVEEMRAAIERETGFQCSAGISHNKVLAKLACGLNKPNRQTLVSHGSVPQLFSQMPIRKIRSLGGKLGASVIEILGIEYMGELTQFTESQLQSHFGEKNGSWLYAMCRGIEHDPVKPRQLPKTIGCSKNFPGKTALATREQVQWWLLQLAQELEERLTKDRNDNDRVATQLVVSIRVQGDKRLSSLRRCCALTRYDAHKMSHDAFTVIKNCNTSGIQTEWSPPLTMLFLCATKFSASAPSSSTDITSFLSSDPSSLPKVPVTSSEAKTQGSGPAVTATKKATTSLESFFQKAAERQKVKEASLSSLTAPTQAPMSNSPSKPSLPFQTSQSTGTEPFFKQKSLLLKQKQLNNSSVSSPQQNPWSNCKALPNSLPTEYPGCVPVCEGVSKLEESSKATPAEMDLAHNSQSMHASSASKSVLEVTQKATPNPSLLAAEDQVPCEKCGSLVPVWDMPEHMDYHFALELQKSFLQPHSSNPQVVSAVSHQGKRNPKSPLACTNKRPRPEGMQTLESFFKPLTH
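Pol eta (10 nM) was preincubated with compounds for 15 min at room temperature, after which fluorescent replication substrate (50 nM final) was added to start the reaction. Fluorescence was read kinetically at 0 and 10 min.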
APEX1 inh = APE1 (human) endonuclease inhibition; P27695; recombinant APE1, TAMRA/BHQ-2 abasic DNA cleavage fluorescence; Potency, µM (titrated, usually from 65.8 µM), inactives show at the top dose activity change, negative = inhibition, usual class: inhibitors; 350,000 tested, 0.35% active; AID 2517;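 also: potency is read from the fitted curve at half-maximal effect; plate controls were vehicle for no effect and reference inhibitor for full effect; nearly all actives have a fitted effect of over 55% in size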
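0.75 nM APE1 + cpd, 15 min RT; start w/ 50 nM TAMRA/BHQ-2 THF-abasic dsDNA; kinetic fluor 525/598 nm ×3 reads @60 s; Δ(read3−read1); normalized to DMSO and NSC13755 control wells.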
POLK inh = DNA polymerase kappa (human) inhibition | Q9UBT6 | purified Pol kappa, fluorescent DNA synthesis assay, 10 min | Potency, µM (titrated, usually from 107 µM), inactives show at the highest dose activity, negative = inhibition, actives largely listed as inhibitors | 400,000 tested, 0.53% active | AID 588579; also: potency is read from the fitted curve at half-maximal effect; % is scaled to controls: 0 for no effect and ±100 for the full control effect
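First, compounds were pin-transferred onto 10 nM Pol kappa. After 15 min at room temperature, substrate was added to 50 nM final. Fluorescence was then measured kinetically at 0 and 10 min.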
ERG-DNA inh = ERG Ets/DNA interaction inhibition. AID 624246. Potency, µM (titrated, usually from 76.9 µM), inactives show at the highest dose FP activity, negative = inhibition, hits mostly inhibitors. 370,000 tested, 0.028% active. fluorescence polarization, His-ERG Ets domain / labelled DNA; active = well fitted inhibition curve with a large enough effect in the polarisation, with a control signal flat; inconclusive = small, poorly fitted or top-dose-only effect, or effect the other way, or a change in a side signal; inactive = no such curve, though single readings can be large or run the other way; the % refers to the polarisation;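 also: polarization taken with two DNA probes labelled with fluorescein and Texas red; potency is read from the fitted curve at half-maximal effect; % of control where 0% means no effect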
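His-tagged ERG Ets domain (1 uM in the protein solution; 300mM KCl, 50mM Tris-HCl, 1mM EDTA, 1mM DTT, pH 7.5) received compound, then a probe mix of 5 nM fluorescein-DNA and 100nM Texas-615-DNA. Fluorescence polarization was read for both dyes.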
ALOX12 inh = blocks human arachidonate 12S-lipoxygenase; 580,000 tested, 1.1% active; purified 12hLO, xylenol orange hydroperoxide absorbance; P18054; Potency, µM (series often up to 108 µM), for inactives: at the top dose activity change, negative = inhibition, hits mostly inhibitors; AID 1671190; also: potency is read from the fitted curve at half-maximal effect; % is scaled to controls: 0 for no effect and ±100 for the full control effect
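Hydroperoxide product was detected by ferrous iron/xylenol orange as the 573 to 405 nm absorbance ratio. Arachidonic acid at 40 uM (final) was turned over for 30 min at room temperature by 150 nM human 12hLO, pH 7.0 Hepes buffer, after 15 min compound preincubation.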
Apoferritin bind = candidate novel general anesthetic via apoferritin binding. Potency, µM (doses to about 77.5 µM), without a hit: at the top dose activity change, negative = displacement, most hits filed as inhibitors. apoferritin/1-aminoanthracene competitive binding, fluorescence. 350,000 tested, 0.074% active. AID 485281; also: potency is read from the fitted curve at half-maximal effect; % is scaled to controls: 0 for no effect and ±100 for the full control effect; nearly all actives have a fitted effect of over 20% in size
Target sequence (P02791 2-175 limits assumed): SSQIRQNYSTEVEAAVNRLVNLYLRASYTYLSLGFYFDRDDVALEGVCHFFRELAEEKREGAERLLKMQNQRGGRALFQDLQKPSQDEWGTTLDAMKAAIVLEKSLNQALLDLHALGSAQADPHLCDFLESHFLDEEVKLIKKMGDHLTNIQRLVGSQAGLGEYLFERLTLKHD
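Concentration-response curves derived by four-parameter Hill fitting of normalized fluorescence, where compounds displaced 1-AMA from 10 uM horse apoferritin following a brief 10 min room-temperature incubation; propofol titration acted as positive control.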
An asterisk follows results filed as active; ? = inconclusive; . = not tested or not shown; & = joins results of further samples; [ ] = another dose, or the depositor's remark. Unless noted, calls follow the shape of the dose curve; as a rule, active = well fitted curve in the direction sought with a large enough effect; inconclusive = small, poorly fitted or top-dose-only effect, or another doubt; inactive = no such curve, though single readings can be large; an effect the other way counts as inactive or inconclusive.

SMILES	RGS4 inh	LDHA inh	POLB inh	Pol eta inh	APEX1 inh	POLK inh	ERG-DNA inh	ALOX12 inh	Apoferritin bind
COc1cc(NC(c2ccccc2)c2ccccc2)cc(OC)c1OC	-20%	8	-6%	-4%	-7%	-13%	-3%	?	1%
COc1ccc([C@H]2CC(=O)C=C(c3c(C)cc(C)cc3C)C2)cc1	-26%	-1	.	-11%	-14%	-2%	4%	-5%	.
COc1ccc(NC(=O)CN(C)C2CCS(=O)(=O)C2)cc1 (centres undefined)	-23%	2	.	-7%	6%	17%	7%	-5%	.
CC(C)c1ccc(NC(=O)c2cnn3c(C(F)F)cc(-c4ccccc4)nc23)cc1	6%	-4	-2%	-17%	.	-11%	4%	-18%	-15%
COc1cc(CNCCO)cc(Cl)c1OCc1ccc(Cl)cc1Cl	-24%	1	15%	-16%	4%	-7%	2%	?	?
O=C(Nc1sc2c(c1C(=O)O)CCCCC2)c1cccs1	1%	-42*	2%	-9%	0%	-7%	1%	-2%	-14%
COc1ccc(NC(=O)CSc2nnc3ccc(-c4ccncc4)nn23)cc1	-9%	4	.	-3%	29%	-4%	-14%	15%	.
CC(=O)Nc1ccc(OCC(=O)NCc2ccc(C)cc2)cc1	7%	-2	3%	-19%	-3%	-6%	2%	-25%	3%
O=C(NC1CC1)c1cc(OCC(F)(F)F)ccc1OCC(F)(F)F	13%	1	32%[activator]	-18%	-1%	-1%	0%	-1%	-11%
CCOc1cc(Br)c(Br)c(C=Nc2ccc(NC(C)=O)cc2)c1O	-24%	6	-8%	?	5%	1%	-15%	?	-14%
COc1cccc(OC)c1C(=O)NC(=S)N1CCOCC1	21%	-13	12%	1%	-3%	6%	4%	-21%	-3%
Cc1ccsc1C(=O)OCC(=O)NCc1ccccc1	-19%	-4	.	-1%	47%	-10%	-3%	-3%	.
Cc1csc(Nc2ccccc2)n1	-19%	-1	6%	7%	-3%	-10%	8%	-3%	?
COc1ccc(N2CS(=O)(=O)/C(=C/N(C)C)C2=O)cc1	-5%	1	19%	3%	8%	4%	-3%	0%	-10%
CC[C@@]1(C(=O)OC)N[C@H](CN(C)C(=O)COC)[C@@H]2C(=O)N(Cc3ccccc3)C(=O)[C@@H]21	13%	-6	.	-9%	6%	-11%	12%	?	.
OCCC1CN(Cc2cccc(F)c2F)CCN1CCc1ccccc1 (centres undefined)	9%	-2	31%	-23%	9%	-3%	1%	-1%	-10%
C=Cc1ccc(N=Cc2c(O)ccc3ccccc23)cc1	?	8	7%	-22%	-4%	-13%	4%	?	-2%
COc1ccc(S(=O)(=O)N2CCN(CC(=O)N3CCc4ccccc4C3)CC2)cc1OC	7%	-1	.	-2%	12%	3%	-3%	?	.
CN1C=CC2=C(C#N)C(N)C(C#N)(C#N)[C@H](c3ccccc3)[C@H]2C1 (some centres undefined)	-1%	1	9%	-7%	-4%	0%	-13%	-7%	74%[activator]
CCc1noc(C)c1C(=O)N1CCN(S(=O)(=O)c2ccc(C)cc2)CC1	-16%	-1	.	-7%	5%	6%	3%	12%	.
O=C(c1cc(=O)c2ccccc2o1)N(Cc1ccccc1)C1CCS(=O)(=O)C1 (centres undefined)	13%	-3	-11%	-7%	-14%	-7%	1%	3%	-6%
CCC(=O)N1CCc2cc(Br)cc(S(=O)(=O)N3CCC(C(=O)Nc4ccc(OC)cc4)CC3)c21	-6%	-1	-2%	-13%	.	-2%[60.1 µM]	3%	-1%	5%
CCN(Cc1nc(-c2ccccc2)no1)C(=O)c1ccoc1C	4%	-9	13%	-15%	26%	0%	-7%	-2%	-12%
CCC1(c2ccccc2)NC(=O)N(CC(=O)Nc2ccc(Cl)c(S(=O)(=O)N3CCCCC3)c2)C1=O (centres undefined)	-25%	-1	.	-19%	18%	-8%	-1%	0%	.
Cc1ccc(CNC(=O)c2cnc3ccccc3n2)cc1	-12%	-3&9	-1%	-19%	-2%	-22%	2%	?	-2%
Cc1ccc(S(=O)(=O)N2C/C=C\CN(S(=O)(=O)c3ccccc3Br)CC2)cc1	10%	-7	.	-12%	-5%	-9%	-11%	4%	.
O=C(NC1CCCC1)C1CC1c1ccccc1 (centres undefined)	-16%	-3	2%	-4%	0%	2%	4%	13%	-13%
CNc1ccc(/C=C(\CCC(=O)O)c2nc3ccccc3s2)cc1[N+](=O)[O-]	7%	?	32µM*	13µM*	35µM*	-15%	2%	-16%	-17%
COc1ccc(-n2c(-c3ccccc3)c[n+]3c2CCC3)cc1	-22%	-2	-15%	-19%	1%	1%	10%	25%	-9%
CCOc1cc(NC(=O)C2CC2)c(OCC)cc1NC(=O)c1cccc(F)c1	-17%	2	5%	-7%	40%	2%	4%	3%	26%
OC(COc1ccc(Cl)cc1)CN1C2=NCCCN2c2ccccc21 (centres undefined)	9%	-11	-14%	-2%	2%	-15%	-8%	0%	-10%
Cn1ccsc1=NC(=O)c1ccc(Cl)c([N+](=O)[O-])c1	1%	0	-2%	?	26%	8%	-10%	0%	11%
COC(=O)c1ccccc1NC(=O)c1ccc2c(c1)CCN2S(=O)(=O)c1ccc(Cl)cc1	1%	0	31%	-18%	.	-4%	1%	-6%	1%
CCc1ccccc1NC(=O)CSc1nnc([C@@H](N)Cc2ccccc2)o1	-40%	-3	-7%	-20%	20%	-6%	-13%	-4%	-13%
COc1cccc(N=Nc2c(N)[nH][nH]c2=O)c1	-28%	0	6%	-6%	5%	-1%	0%	?	?
c1ccc(COc2ncnc3c2ncn3CCCNCc2ccc3c(c2)OCO3)cc1	-4%	0	.	-21%	.	17%	6%	?	.
Cc1cccc(-c2c(NC(=O)c3ccco3)oc3c(C)cccc3c2=O)c1	51%	-2	15%	3%	28%	-1%	3%	-19%	-6%
COc1ccc(CCNC(=O)Nc2ccc3c(c2)OCO3)cc1OC	-3%	0	17%	-15%	4%	1%	7%	0%	-4%
CCOc1ccc(CCNC(=O)CCn2c(=O)c3cccn3c3cccnc32)cc1	-6%	-22	46%	-1%	.	-9%	1%	?	-1%
CCc1ccccc1NC(=O)c1ccc2c(c1)CCN2S(C)(=O)=O	-20%&20%	0&-19	?	-22%&0%	2%	-2%&7%	4%&-2%	?	-14%&-2%
NS(=O)(=O)c1cccc(NC(=O)CSc2nc3ccccc3c(=O)n2Cc2ccco2)c1	-12%	-7	.	-5%	-15%	-15%	0%	-19%	.
CCCCn1c(NS(=O)(=O)c2ccc(C)cc2)c(S(=O)(=O)c2ccccc2)c2nc3ccccc3nc21	-21%	23	-27%[57.1 µM]	-29%	-6%	-22%	7%	-25%	-13%
CCN1CCCC1CNC(=O)c1ccc2c(c1)N(Cc1ccccc1F)C(=O)c1ccccc1S2(=O)=O (centres undefined)	-10%	-8	-2%	-7%	-4%	-8%	1%	-15%	4%
COc1ccc(C(O)C(CN2CCOCC2)c2ccccc2)cc1 (centres undefined)	-1%	-11	23%	-8%	1%	-4%	-8%	-15%	-5%
COc1ccc(C(=O)NC(C)CCc2ccccc2)c(OC)c1 (centres undefined)	-21%	0	1%	-18%	40%[activator]	6%	3%	7%	-18%
COC(=O)c1cc(-c2ccc(Cl)cc2)n[nH]1	-17%	-1	6%	0%	-4%	-2%	6%	-8%	-16%
C=CCN(Cc1cccc(OC)c1OC)C(=O)Oc1ccccc1	-5%	-4	.	-17%	7%	-9%	-5%	11%	.
Cc1cccc(CSCCNC(=O)CSCc2ccc([N+](=O)[O-])cc2)c1	-23%	-7	2%	-18%	-9%	-19%	-5%	?	?

As a working copy, some entries already given:
SMILES	RGS4 inh	LDHA inh	POLB inh	Pol eta inh	APEX1 inh	POLK inh	ERG-DNA inh	ALOX12 inh	Apoferritin bind
COc1ccc(CCNC(=O)Nc2ccc3c(c2)OCO3)cc1OC	-3%	0	17%	-15%	4%	1%	7%	0%	-4%
CCOc1ccc(CCNC(=O)CCn2c(=O)c3cccn3c3cccnc32)cc1	-6%	-22	46%	-1%	.	-9%	1%	?	-1%
CCc1ccccc1NC(=O)c1ccc2c(c1)CCN2S(C)(=O)=O	-20%&20%	0&-19	?	-22%&0%	2%	-2%&7%	4%&-2%	?	-14%&-2%

The list goes on.
SMILES	RGS4 inh	LDHA inh	POLB inh	Pol eta inh	APEX1 inh	POLK inh	ERG-DNA inh	ALOX12 inh	Apoferritin bind
CC(C)[C@H](NC(=O)C1CCN(S(=O)(=O)c2ccc(F)cc2)CC1)C(=O)NCc1ccco1	-12%[56.9 µM]	-3	44%	-10%	1%	6%	-24%	2%	-4%
CC(C)(C)c1csc(NC(=O)C2=COCCO2)n1	-8%	-5	.	1%	-7%	5%	14%	-18%	.
CCOC(=O)C1CCN(Cc2ccc3ccccc3c2)CC1	-5%	-3	21%	-1%	14%	-6%	2%	?	-9%
Cc1cccc(NC(=S)NCC(c2ccccc2)N(C)C)c1 (centres undefined)	7%	-3	-4%	-11%	15%	-1%	6%	-13%	-3%
Cc1ccc(C(=O)NCC(=O)OCc2nnc(-c3ccc([N+](=O)[O-])cc3)o2)s1	-47%	0	.	?	-21%	-6%	.	224%[activator]	.
COc1ccc(C2=NOC(Cn3nc(-c4ccccc4)cc3C(=O)NCc3ccco3)C2)cc1 (centres undefined)	-5%	-5	.	-12%	-1%	6%	-6%	-9%	.

Compound activity deposited in PubChem by National Center for Advancing Translational Sciences (NCATS).

The list is partial (hit frequency here may not be typical).
